# Compound activity deposited in PubChem BioAssay by NCI.
# Growth percent in the NCI-60 one-dose screen (48 h, 10 µM unless noted): 100 = growth as untreated, 0 = no growth, -100 = all killed.
# MDA-MB-435: MDA-MB-435 melanoma; actives 7.8% (n = 82,000)
# MOLT-4: MOLT-4 leukemia cells. AID 1794779. actives 6.9% (n = 80,000)
# HOP-62: HOP-62 NSCLC; actives 3.9% (n = 80,000); AID 1794735
# RPMI-8226: RPMI-8226 leukemia cells; actives 7.5% (n = 77,000)
# CCRF-CEM: CCRF-CEM leukemia | actives 7% (n = 77,000) | AID 1794778
# MDA-MB-468: MDA-MB-468 breast cancer; actives 8.5% (n = 78,000); AID 2202374
# K-562: K-562 leukemia; actives 7.4% (n = 78,000)
# SR: SR leukemia cells; actives 8.7% (n = 73,000)
# An asterisk follows results filed as active; nt = not tested or not shown; & = joins results of further samples. How the source made its calls: active means growth percent below 10; inactive means the rest.
mol,MDA-MB-435,MOLT-4,HOP-62,RPMI-8226,CCRF-CEM,MDA-MB-468,K-562,SR
CN(C)CCCN1c2ccccc2Sc2ccccc21,107&94,86&99,84&94,107&98,109&97,90&66,83&92,89&113
NC(=O)CC(N)C(=O)O (stereo not drawn),116,102,106,108,108,nt,91,nt
CCCNCCC,110,100,105,108,101,111,105,97
CC(=O)O[C@]1(C(C)=O)CC[C@H]2[C@@H]3C=C(Cl)C4=CC(=O)[C@@H]5C[C@@H]5[C@]4(C)[C@H]3CC[C@@]21C,99,99,98,75,nt,96,90,102
OC1(c2ccc(Cl)c(C(F)(F)F)c2)CCN(CCCC(c2ccc(F)cc2)c2ccc(F)cc2)CC1,-92*,-26*,-95*,-22*,-39*,-86*,-20*,-44*
CN1CCN(c2ccc(C(=O)Nc3n[nH]c4ccc(Cc5cc(F)cc(F)c5)cc34)c(NC3CCOCC3)c2)CC1,-86*,-20*,-35*,-30*,1.8*,-72*,-48*,-29*
CCCCCCCCO,99,97,100,nt,108,99,101,102
COc1ccc(C2NC(=S)NC(C)=C2C(=O)Nc2ccc(S(N)(=O)=O)cc2)cc1OC (stereo not drawn),105,109,109,113,100,97,101,97
CNC(=O)c1cccc2cc(Oc3ccnc4cc(OCC5(N)CC5)c(OC)cc34)ccc12,24,31,52,82,44,75,20,28
O=C(/C=C/c1ccc(Cl)nc1)c1ccc(Cl)c(Cl)c1,91,75,101,nt,73,107,52,nt
COc1cc(OC)c2c(=O)[nH]c(-c3cc(C)c(OCCO)c(C)c3)nc2c1,81,98,85,93,89,102,91,64
O=C(/C=C/c1ccc(Cl)nc1)c1cccs1,88,94,114,nt,61,96,34,nt
O=C(c1ccc(F)c(F)c1Nc1ccc(I)cc1F)N1CC(O)([C@@H]2CCCCN2)C1,21,4.2*,18,27,40,25,-27*,-15*
CC1(C)OC(=O)C(OCC2CC2)=C1c1ccc(S(C)(=O)=O)cc1,100,98,108,95,88,103,116,nt
CC(=O)NCCCCCC(=O)O,103,102,106,106,106,105,nt,103
CC(C)Cc1ccc([C@H](C)C(=O)O)cc1,nt,nt,nt,nt,nt,113,nt,nt
Cn1cc(-c2nnc(-c3cn(C)c4ncccc34)s2)c2cc(Br)ccc21,99,95,105,100,103,112,98,100
CCOC(=O)c1cccc(N)c1,103,96,99,112,nt,100,99,95
CCC(=O)O[C@]1(C(=O)SCF)[C@H](C)CC2C3CC(F)C4=CC(=O)C=C[C@]4(C)C3(F)[C@@H](O)C[C@@]21C (stereo partly drawn),97,59,nt,48,38,109,nt,95
O=C(O)CN1C(=O)c2cccc3cccc(c23)C1=O,104,115,97,nt,nt,96,nt,112
O=C(CSc1nc(NC(=O)CN2CCN(c3cc4c(cc3F)c(=O)c(C(=O)O)cn4C3CC3)CC2)cc(=O)[nH]1)Nc1ccccc1,101,102,103,94,97,93,102,100
Cc1onc(-c2ccccc2Cl)c1C(=O)N[C@@H]1C(=O)N2[C@@H]1SC(C)(C)[C@@H]2C(=O)O,107,90,97,95,97,109,92,92
CC(=O)[C@H]1CC[C@H]2[C@@H]3C[C@H](C)C4=CC(=O)CC[C@]4(C)[C@H]3[C@@H](O)C[C@]12C,nt,111,95,78,94,106,115,121
O=C(/C=C/c1cccs1)c1ccc(Cl)c(Cl)c1,101,101,99,100,103,105,98,102
Cc1ccc2c(c1)C(=O)N(c1cccc(S(N)(=O)=O)c1)C2=O,107,121,101,103,123,107,nt,105

# Following part.
mol,MDA-MB-435,MOLT-4,HOP-62,RPMI-8226,CCRF-CEM,MDA-MB-468,K-562,SR
COc1ccc(-c2cc(=O)c3c(O)cc(O[C@@H]4O[C@H](CO[C@H]5O[C@H](C)[C@@H](O)[C@H](O)[C@@H]5O)[C@@H](O)[C@H](O)[C@H]4O)cc3o2)cc1O,99,nt,98,109,115,114,85,73
O=C(/C=C/c1ccc(Cl)c(Cl)c1)c1cccs1,98,84,93,33,69,89,28,22
Cc1nnc(NS(=O)(=O)c2ccc(N)cc2)s1,104,94,107,111,103,98,97,100
CC1=C(C(=O)O)N2C(=O)[C@@H](NC(=O)[C@H](N)c3ccc(O)cc3)[C@H]2SC1,117,108,106,110,102,97,116,121
CNC(=O)c1cc(Oc2ccc(NC(=O)Nc3cc(C(C)(C)C)nn3-c3ccc4ncccc4c3)c(F)c2)ccn1,-88*,-1.3*,-41*,0.2*,8.2*,-62*,-7.1*,-8.9*
[2H]c1nc(Nc2ncc(F)c(-c3cc(F)c4nc(C)n(C(C)C)c4c3)n2)c([2H])c([2H])c1CN1CCN(CC)CC1,52,15,51,35,27,90,-16*,12
CN1CCC(COc2cnc(-c3cccc(Cn4nc(-c5cccc(C#N)c5)ccc4=O)c3)nc2)CC1,54,55,46,51,35,87,3.0*,-9.8*
CC1CCC(C(C)C)C(OC(=O)c2ccccc2O)C1 (stereo not drawn),119,101,101,95,95,nt,96,84
Nc1nnc(-c2c[nH]c3ccc(F)cc23)c(-c2c[nH]c3ccc(F)cc23)n1,104,78,81,95,96,107,91,92
O=C1NCC2(CCN(CCc3ccccc3)CC2)O1,104,105,99,109,102,108,100,101
CCCOc1ccccc1-c1nc2n[nH]nc2c(=O)[nH]1,100,105,102,90,89,105,103,96

# Of the compounds above, these contain two or more sulfur atoms:
mol,MDA-MB-435,MOLT-4,HOP-62,RPMI-8226,CCRF-CEM,MDA-MB-468,K-562,SR
COc1ccc(C2NC(=S)NC(C)=C2C(=O)Nc2ccc(S(N)(=O)=O)cc2)cc1OC (stereo not drawn),105,109,109,113,100,97,101,97
Cc1nnc(NS(=O)(=O)c2ccc(N)cc2)s1,104,94,107,111,103,98,97,100

# 5 entries already listed, arranged by molecular weight, smallest number first:
mol,MDA-MB-435,MOLT-4,HOP-62,RPMI-8226,CCRF-CEM,MDA-MB-468,K-562,SR
CCOC(=O)c1cccc(N)c1,103,96,99,112,nt,100,99,95
CC1CCC(C(C)C)C(OC(=O)c2ccccc2O)C1 (stereo not drawn),119,101,101,95,95,nt,96,84
CC1(C)OC(=O)C(OCC2CC2)=C1c1ccc(S(C)(=O)=O)cc1,100,98,108,95,88,103,116,nt
COc1cc(OC)c2c(=O)[nH]c(-c3cc(C)c(OCCO)c(C)c3)nc2c1,81,98,85,93,89,102,91,64
CC(=O)O[C@]1(C(C)=O)CC[C@H]2[C@@H]3C=C(Cl)C4=CC(=O)[C@@H]5C[C@@H]5[C@]4(C)[C@H]3CC[C@@]21C,99,99,98,75,nt,96,90,102

# The list is partial, so the mix of outcomes need not match the whole.
